Cdc42 wt = modulators of GTP binding to wildtype Cdc42, primary screen, biochemical, multiplex bead flow cytometry, Bodipy-GTP. Cell division control protein 42 homolog (Homo sapiens), P60953. GST-Cdc42 beads; actives lie on both sides. percent activity (GTP binding), % at 10 µM. 190,000 tested, 0.2% active;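 active = percent activity GTP binding at least 20 points away from the 100% baseline, either down as inhibitor or up as activator; inconclusive = compound flagged as likely green fluorescent from well-wide comparison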;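 note: median bead fluorescence of bound Bodipy-FL-GTP at 100 nM; 0% = excess unlabeled GTP control and 100% = no compound control; below 100% means less GTP binding so inhibitor and above means activator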
Rac1 wt GTP bind = wildtype Rac1 GTP binding modulators, primary screen, biochemical, GST-Rac1 beads, flow cytometry, multiplex | Ras-related C3 botulinum toxin substrate 1 (Homo sapiens), P63000 | fluorescent GTP binding; actives lie on both sides; 0 = cold GTP competed, 100 = untreated | GTP binding activity (% of control), % at 10 µM | 190,000 tested, 0.27% active;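 active = GTP binding activity at least 20 points away from the 100% control level, either lower or higher; inconclusive = compound flagged as likely green fluorescent, judged across all proteins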
Bfl-1 Bim block = inhibitors of Bim binding to Bfl-1, primary screen, biochemical, multiplexed, bead-based flow cytometry; Bcl-2-related protein A1 (Homo sapiens), Q16548; Bim-Bfl-1 binding inhibition; inhibition, % at 10 µM; 190,000 tested, 0.12% active; AID 1008, 2008;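 note: 0% = wells without compound plus tracer and 100% = blocker peptide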
Bcl-W Bim block = inhibitors of Bim binding to Bcl-W, primary screen, biochemical, multiplexed, bead-based flow cytometry. Bcl-2-like protein 2 (Homo sapiens), Q92843. Bim peptide-Bcl-W binding. inhibition, % at 10 µM. 190,000 tested, 0.02% active. AID 952, 2007;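 note: 0% = bound tracer without compound and 100% = peptide blocker; higher means less fluorescent Bim peptide bound to Bcl-W beads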
Rab7 wt modul = modulators of GTP binding to Rab7, primary screen, biochemical, wildtype, multiplex bead flow cytometry | GST-Rab7 beads, fluorescent GTP binding; actives lie on both sides; untreated = 100%, excess cold GTP = 0% | GTP binding activity (percent of control), % at 10 µM | 190,000 tested, 0.055% active;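 active = fluorescent GTP binding to Rab7 beads changed by at least 20 points from the 100% baseline, either direction, mostly lower; inconclusive = compound itself probably fluorescent, or too few beads counted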;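 note: median green fluorescence of bound Bodipy-FL-GTP per Rab7 bead population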
Bim-Bcl-XL = inhibitors of Bim-Bcl-XL binding, primary screen, biochemical, multiplexed, bead flow cytometry, human Bcl-XL; Bim peptide-Bcl-XL binding, fluorescence; inhibition, % at 10 µM; 190,000 tested, 0.04% active; AID 1007, 2008
Target sequence (Q07817 whole entry, looked up): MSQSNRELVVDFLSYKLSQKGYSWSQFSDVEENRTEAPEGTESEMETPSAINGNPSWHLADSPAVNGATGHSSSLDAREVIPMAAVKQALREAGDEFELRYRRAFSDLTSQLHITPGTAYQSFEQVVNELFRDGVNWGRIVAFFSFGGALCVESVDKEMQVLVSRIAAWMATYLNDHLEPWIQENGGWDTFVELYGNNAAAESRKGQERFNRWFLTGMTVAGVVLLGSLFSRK
Rab2A wt mod = modulators of GTP binding to Rab2A wildtype, primary screen, biochemical, dog, bead-based flow cytometry, multiplex. Ras-related protein Rab-2A (Canis lupus familiaris), P61105. GTP binding activity, % at 10 µM. GST-Rab2 wt beads, Bodipy-GTP binding. 190,000 tested, 0.19% active;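 active = GTP binding activity at least 20 points away from 100%, either lowered or raised; inconclusive = signal likely due to the compound's own green fluorescence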;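 note: 0% = beads with excess unlabeled GTP and 100% = no-compound control corrected for plate trend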
Rac1 act GTP bind = GTP binding modulators of activated mutant Rac1, primary screen, biochemical, bead-based flow cytometry, multiplex, fluorescent GTP; 190,000 tested, 0.11% active; AID 764, 2007; percent activity (GTP binding), % at 10 µM; GST-Rac1 activated beads; actives lie on both sides; 100% means binding = to untreated wells; Ras-related C3 botulinum toxin substrate 1 (Homo sapiens), P63000;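 active = GTP binding at least 20 percentage points away from the 100% baseline, in either direction, so actives lie on both sides; inconclusive = Compound likely fluorescent itself, or too few beads counted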
Bcl-2 Bim block = inhibitors of Bim-Bcl-2 binding, primary screen, biochemical, multiplexed, human Bcl-2 family | Bead-based flow cytometry, Bim peptide-Bcl-2 binding | inhibition, % at 10 µM | 190,000 tested, 0.06% active | Apoptosis regulator Bcl-2 (Homo sapiens), P10415 | AID 950, 2007; in the data active = inhibition above about 40%; inconclusive = no clear call, values can overlap the other calls;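 note: 0% = no compound wells with probe peptide and 100% = reference peptide inhibitor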
Target sequence (P10415 whole entry, looked up): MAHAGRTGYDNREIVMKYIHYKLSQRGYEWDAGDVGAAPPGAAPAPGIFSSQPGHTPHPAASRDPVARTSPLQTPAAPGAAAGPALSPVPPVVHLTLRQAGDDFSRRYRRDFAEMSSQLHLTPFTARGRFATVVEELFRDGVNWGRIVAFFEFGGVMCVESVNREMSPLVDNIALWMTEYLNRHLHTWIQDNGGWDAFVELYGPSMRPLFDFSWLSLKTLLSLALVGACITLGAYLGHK
HRas wt GTP = modulators of GTP binding to HRas wildtype, primary screen, biochemical, bead-based flow cytometry, multiplex; GTPase HRas (Homo sapiens), P01112; GST-Ras wt beads, Bodipy-FL-GTP binding; actives lie on both sides; GTP binding activity, % at 10 µM; 190,000 tested, 0.14% active; AID 759, 2007;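 active = GTP binding activity at least 20% away from the 100% baseline, either lowered as inhibitor or raised as activator; inconclusive = flagged as likely green fluorescent, judged across all proteins in the well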;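 note: 0% = unlabeled GTP competition control and 100% = no-compound control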
Target sequence (P01112 whole entry, looked up): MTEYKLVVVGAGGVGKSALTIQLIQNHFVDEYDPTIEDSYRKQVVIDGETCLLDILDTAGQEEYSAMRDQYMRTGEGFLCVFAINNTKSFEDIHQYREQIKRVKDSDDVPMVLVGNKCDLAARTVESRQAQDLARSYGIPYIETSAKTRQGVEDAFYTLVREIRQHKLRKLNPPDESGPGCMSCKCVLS
Bcl-B Bim block = inhibitors of Bim-Bcl-B binding, primary screen, biochemical, multiplexed, human Bcl-2 family | AID 951, 2007 | inhibition, % at 10 µM | 190,000 tested, 0.073% active | bead-based flow cytometry, Bim peptide-Bcl-B binding | Bcl-2-like protein 10 (Homo sapiens), Q9HD36;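 note: 0% = tracer peptide without compound and 100% = reference inhibitor peptide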
Target sequence (Q9HD36 whole entry, looked up): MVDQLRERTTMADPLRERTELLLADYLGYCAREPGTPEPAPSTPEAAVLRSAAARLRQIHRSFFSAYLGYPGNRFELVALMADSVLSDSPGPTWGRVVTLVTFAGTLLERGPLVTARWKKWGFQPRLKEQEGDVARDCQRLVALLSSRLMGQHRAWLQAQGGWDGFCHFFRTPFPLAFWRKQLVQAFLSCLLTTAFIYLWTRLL
The depositor's hits bear a star; ? = inconclusive; & = joins results of further samples. Cut-off read from the data, not from the text of the source, unless noted: active = inhibition above about 40%.

mol	Cdc42 wt	Rac1 wt GTP bind	Bfl-1 Bim block	Bcl-W Bim block	Rab7 wt modul	Bim-Bcl-XL	Rab2A wt mod	Rac1 act GTP bind	Bcl-2 Bim block	HRas wt GTP	Bcl-B Bim block
O=C(Cn1cc(C(F)(F)F)ccc1=O)N1CCN(S(=O)(=O)c2ccc(Cl)cc2)CC1	106	103	-12	4	104	0	102	97	-5	100	-6
Cc1ccc(/C=N/NC(=O)c2sccc2OCc2ccc(F)cc2)cc1	96	93	0	0	93	1	94	92	-2	97	3
O=C(Nc1ccc(N2CCOCC2)c(C(=O)O)c1)c1ccco1	100	102	-7	-2	97	-3	100	97	-4	101	-8
COC(=O)c1ccccc1NC(=O)c1cc2sccc2n1C	98	96	0	-1	97	-3	98	99	0	99	-4
Cc1cc(=O)n(Cc2ccc(OC(C)C)cc2)c(=S)[nH]1	95	100	-7	-2	104	-2	96	95	-4	98	-6
C=CCn1c(SCC(=O)N2CCc3ccccc3C2)nc2sc(C)c(C)c2c1=O	98	102	8	0	93	0	96	99	11	97	0
O=C(NCC(=O)N(Cc1cccs1)C(C(=O)NC1CCCCC1)c1ccncc1)c1ccco1 (stereo not given)	104	107	0	-1	103	-3	103	100	2	104	-3
CC(C)(C)C1=C(C#N)C(c2cccnc2)C(C#N)=C(N)O1 (stereo not given)	?	?	-1	-2	?	-2	?	?	0	?	-8
O=C(Nc1ccccc1)N1CCC(n2c(=O)[nH]c3ccccc32)CC1	97	99	-1	-1	100	1	100	98	-3	102	-1
OCC1CCCN1C(=S)Nc1ccccc1 (stereo not given)	100	104	-9	-1	102	-9	102	98	-9	99	-14
CN1/C(=C\C(=O)c2ccco2)c2ccccc2CC1(C)C	100	99	-11	0	96	-4	96	97	-5	99	-1
COc1ccc(C2C3=C(CC(C)(C)CC3=O)Nc3c2c(=O)n(C)c(=O)n3C)cc1OC (stereo not given)	98	101	1	3	104	0	97	98	4	100	0
CCCCN(C)C(=O)c1ccc(S(=O)(=O)N2CCOCC2)cc1	103	99	-6	-3	95	0	103	95	-1	101	-3
Cc1oc(-c2cccc(Cl)c2)nc1CN1CCC(C(=O)N2CCN(c3ccccc3F)CC2)CC1	97	99	-2	1	104	-2	99	97	0	98	0
CCN(CC)CCCNC(=O)C1c2ccccc2Oc2ccccc21	109	119	-14	-1	104	-7	106	103	-7	104	-9
Fc1ccccc1Cc1noc(CN2CCN(c3ccc(Cl)cn3)CC2)n1	94	97	-3	-3	96	-1	94	96	0	95	-3
CC1CCN(CCCNC(=O)COc2cc(=O)n(C)c3ccccc23)CC1	?	?	-4	-3	?	-2	?	?	-6	?	-3
CC1(C)CC(=O)C2=C(C1)N(Cc1cccnc1)C(=O)C2(NC(=O)c1ccc(F)cc1)C(F)(F)F (stereo not given)	102	103	-13	3	101	-1	101	101	-1	102	-5
O=C(NC1CC2CCC1C2)C1CCN(S(=O)(=O)c2ccc(-c3nn[nH]n3)cc2)CC1 (stereo not given)	102	104	-12	-1	101	-20	99	100	-9	101	-4
CN1CCN(C(=S)NC(=O)/C=C/c2ccccc2Cl)CC1	93	93	5	15	96	6	97	94	1	92	0
Cc1nc(-c2cccnc2)sc1C(=O)Nc1cccc(C(F)(F)F)c1	101	105	-13	0	103	-11	97	101	-12	99	-12
CCOC(=O)CSc1nnc(-c2cc(OC)c(OC)c(OC)c2)o1	100	99	-3	-1	100	-1	99	99	-1	98	-5
CC(C)CCn1nnnc1C(c1ccc(F)cc1)N1CCC(C(N)=O)CC1 (stereo not given)	103	104	-18	-3	104	-5	99	100	-6	101	-8
CC(=O)c1cccc(NC(=O)C2CCN(C(=O)c3ccc([N+](=O)[O-])cc3)CC2)c1	101	102	-8	-1	103	-2	99	98	-5	98	-2
COc1ccc(Br)cc1C(=O)Nc1ccccc1-c1ccccc1	97	98	-6	-3	98	-7	97	94	-7	97	-9

Later entries:
mol	Cdc42 wt	Rac1 wt GTP bind	Bfl-1 Bim block	Bcl-W Bim block	Rab7 wt modul	Bim-Bcl-XL	Rab2A wt mod	Rac1 act GTP bind	Bcl-2 Bim block	HRas wt GTP	Bcl-B Bim block
Cc1cc(Cl)ccc1NC(=O)CCC(=O)N/N=C/c1cc([N+](=O)[O-])ccc1O	98	100	-3	0	104	1	95	90	0	93	0
COc1ccc(OC)c(C2C(C(=O)Nc3nc4ccccc4s3)=C(C)NC3=C2C(=O)CCC3)c1 (stereo not given)	101	99	0	0	103	1	101	98	-2	101	-2
Cc1cc(S(=O)(=O)NCc2cccs2)ccc1-n1cnnn1	97	104	0	-4	104	-5	95	97	-1	97	-5
CN(CCCNC(=O)Cn1cccc1C(=O)c1ccccc1)C1CCCCC1	99	102	-4	-2	95	-1	95	99	-6	100	-8
Cc1ccc(CN2CCN(c3ccccn3)CC2)s1	102	107	-12	3	101	12	101	102	-5	102	-10
COc1cccc(/C=C/C(=O)NCCc2ccc3c(c2)OCCO3)c1	98	97	-6	-5	98	-8	96	93	-9	96	-8
CC(=O)Oc1ccc(N(C(C)=O)S(=O)(=O)c2cccs2)cc1	102	100	-2	-2	102	-2	99	99	0	100	0
COC(=O)c1ccc2c(=O)[nH]c(CSc3nc(-c4ccc(F)cc4)cs3)nc2c1	101	102	-1	-5	100	-5	100	97	-2	99	-6
Cc1occc1C(=O)N=Nc1c(O)n(C)c2ccccc12	103	106	2	-2	98	-3	102	102	1	103	-6
COc1ccc(N2CCN(C(=O)CCCOc3cc(=O)n(C)c4ccccc34)CC2)cc1	93	95	0	-1	93	-2	94	95	-2	96	-3
O=C(CCCCCn1c(=S)[nH]c2ccccc2c1=O)NCc1ccc2c(c1)OCO2	104	102	-2	-1	101	0	102	100	2	104	-4
CCNC(=S)N/N=C/c1cn(Cc2ccc(F)cc2)c2ccccc12	97	97	0	-8	94	-10	95	95	-2	94	-6
CCOC(=O)N1CCN(C(=O)c2cc(COc3ccc4ncccc4c3)on2)CC1	97	99	-5	-4	103	-4	98	96	-1	98	-4
COc1ccccc1CC(=O)NCc1ccc2c(c1)OCO2	100	109	0	2	100	2	99	100	0	101	0
COc1ccccc1OCCNC(=O)c1ccc(S(=O)(=O)N(C)C)cc1	98	103	-9	0	102	-9	100	99	-12	103	-11
O=C(COC(=O)Cc1ccsc1)NCc1ccc(Cl)cc1	103	102	-18	-5	99	-11	101	100	-6	100	-12
COC(C)(C)c1cc(C(C)(C)C)nc(N)n1	99	98	-10	0	99	-7	99	96	-2	99	-5
O=[N+]([O-])c1ccc(Sc2cccc3cccnc23)c2cccnc12	93	98	-2	-1	92	-4	94	94	-3	93	-24
O=C(CN1C(=O)C2CCc3[nH]c4ccccc4c3C2C1=O)N1CCCC1 (stereo not given)	100	100	-1	0	100	0	101	99	-1	101	0
COc1ccc(C2CC(c3cccs3)=NN2C(=O)CSc2nc3ccccc3o2)cc1 (stereo not given)	94	98	-1	-1	94	0	94	97	-5	94	-2
Cc1cc(=O)n2c3c(sc2n1)C(=O)N(Cc1ccccc1)C3=O	96	94	12	0	102	2	99	96	7	98	-1
Cc1ccccc1OCc1n(CC(=O)OC2CC(C)CCC2C(C)C)c2ccccc2[n+]1C (stereo not given)	96	103	-2&5	-1&0	93	0&2	98	94	-1&5	96	-6&0
CCC1CCCCN1S(=O)(=O)c1ccc(S(=O)(=O)N(Cc2cccs2)C2CC2)cc1 (stereo not given)	99	104	-19	-3	100	-9	99	100	-10	101	-6
COc1ccc(-c2nc3c(Br)c(N)c(Br)cc3o2)cc1	96	98	-8	-7	99	-7	96	95	-9	96	-6
CCOc1ccc2cc(S(=O)(=O)N3CCN(C)CC3)ccc2c1	99	98	-4	0	101	-6	96	96	-3	96	-1

Further records:
mol	Cdc42 wt	Rac1 wt GTP bind	Bfl-1 Bim block	Bcl-W Bim block	Rab7 wt modul	Bim-Bcl-XL	Rab2A wt mod	Rac1 act GTP bind	Bcl-2 Bim block	HRas wt GTP	Bcl-B Bim block
COc1ccc(CNC(=O)c2c(O)c3ccccc3n(C)c2=O)cc1OC	?	?	-12	0	?	-5	?	?	-5	?	-8
Cc1nn(Cc2ccc(C(=O)N3N=C(C(F)F)CC3(O)C(F)F)o2)c(C)c1[N+](=O)[O-] (stereo not given)	98	99	-1	-1	93	-7	94	97	-1	96	-3
Cc1ccc(NC(=O)Nc2c(C)n(C)n(-c3ccccc3)c2=O)cc1C	107	104	-3	0	99	0	102	99	1	100	0
O=C(O)C(Cc1c[nH]c2ccccc12)N1Cc2ccccc2C1=O (stereo not given)	94	97	-5	-1	102	-4	99	95	-1	98	-2
Clc1ccc2nc(CN3CCCCC3)cn2c1	101	104	-1	-1	101	0	101	97	-2	100	0
COc1ccc(CCNC(=O)CN(C)S(=O)(=O)c2ccc3c(c2)CCC(=O)N3)cc1OC	103	107	-11	1	102	-1	103	100	-6	102	-4
CN(Cc1nc(-c2cccnc2)no1)S(=O)(=O)c1ccc(Br)cc1	95	94	-3	3	96	1	96	93	-2	97	0
Cc1cc(NC(=O)CN2CCCCCCC2)no1	102	105	-12	-1	100	-5	100	101	-7	101	-6
O=C(CN(C(=O)CCC(=O)Nc1nccs1)c1cccc(F)c1)NCC1CCCO1 (stereo not given)	100	109	-18	-3	105	-13	104	98	-13	102	-7
COc1ccc(C2C(C(=O)C(C)(C)C)=C(O)C(=O)N2Cc2ccccc2)cc1 (stereo not given)	98	96	-5	-1	95	-5	91	95	-3	92	0
CN(Cc1ccccc1)C1CC(=O)N(c2ccc(C(=O)O)cc2)C1=O (stereo not given)	104	109	-12	-2	98	-3	100	98	-10	102	-8
CCCCOc1ccccc1C(=O)NCCCCCC(=O)O	102	110	-13	5	101	-4	100	102	-3	104	-4
Nc1sc2c([n+]1CCCS(=O)(=O)[O-])CCCC2	102	100	-3	-2	100	-3	101	98	-2	99	-5

Source: PubChem BioAssay
